# IDH1 R132H inh = blocks human mutant IDH1 R132H enzyme; 390,000 tested, 0.093% active; IDH1-R132H enzyme, NADPH consumption, diaphorase/resazurin fluorescence; Potency, µM (titrated, usually from 76.6 µM), for inactives: at the top dose activity change, negative = inhibition, usual class: inhibitors; O75874; AID 602179; further: potency means the concentration at half of the fitted maximal effect; on the % scale 0 is the no-effect control and ±100 the full control effect; nearly all actives have a fitted effect of over 65% in size
#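 IDH1-R132H (0.5 ug/mL dispensed) in pH 7.5 Tris buffer was preincubated 30 min with compound, then given a substrate mix of 0.016 mM NADPH and 2 mM alpha-KG for 80 min at room temperature; remaining NADPH was read by diaphorase/resazurin fluorescence.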
# TrxR1 inh = rat TrxR1 inhibition. Potency, µM (doses to about 114 µM), without a hit: at the highest dose activity change, negative = inhibition, actives largely listed as inhibitors. O89049. recombinant rTrxR1, NADPH fluorescence consumption, selenite substrate. AID 588453. 390,000 tested, 1% active; further: potency means the concentration at half of the fitted maximal effect; on the % scale 0 is the no-effect control and ±100 the full control effect; nearly all actives have a fitted effect of over 65% in size
#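 Rat TrxR1 (90 nM in the dispensed reagent) was pre-reduced with 400 uM NADPH for 5 min at room temperature, then incubated with compound for 15 min. After 400 uM selenite was added, NADPH fluorescence (Ex 340/Em 450 nm) was followed for 8 min.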
# PGK inhibitor = blocks T. brucei phosphoglycerate kinase; Potency, µM (series often up to 57.5 µM), for the others: at the top dose activity change, negative = inhibition, most hits filed as inhibitors; PGK/GAPDH coupled, Kinase-Glo luminescence, 60 min; AID 602233; P07378; 380,000 tested, 0.043% active; further: potency means the concentration at half of the fitted maximal effect; on the % scale 0 is the no-effect control and ±100 the full control effect; nearly all actives have a fitted effect of over 60% in size
#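 Recombinant glycosomal PGK reaction used 1,3-bisphosphoglycerate generated in-well by GAPDH (100nM final) in 100mM TEA pH 7.6, 5mM MgCl2, 0.01% Tween-20. After 60 minutes at room temperature, ATP was read by Kinase-Glo Plus luminescence end-point.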
# HP1b binding inh = HP1-beta chromodomain-methylated histone interaction inhibition | P83916 | AlphaScreen HP1-beta / biotin-H3K9me3 peptide binding | Potency, µM (top dose mostly 114 µM), inactives show top-dose activity change, negative = inhibition, most hits filed as inhibitors | 390,000 tested, 0.56% active | AID 540317; further: potency means the concentration at half of the fitted maximal effect; nearly all actives have a fitted effect of over 70% in size; inactives centre near 23
# Target sequence (P83916 whole entry, looked up): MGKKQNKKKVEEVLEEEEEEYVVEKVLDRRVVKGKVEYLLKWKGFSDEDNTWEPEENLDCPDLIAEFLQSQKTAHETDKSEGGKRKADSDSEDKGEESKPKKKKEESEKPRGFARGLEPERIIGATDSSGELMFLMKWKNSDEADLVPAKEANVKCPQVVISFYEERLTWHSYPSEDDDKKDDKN
#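 HP1-beta protein (50 nM final) preincubated 30 min at room temperature with biotinylated H3(1-18)K9me3 peptide (50 nM) in PBS pH 7.4, 0.01% Tween-20, then compound added for 30 min. AlphaScreen streptavidin donor/nickel chelate acceptor beads (10 ug/mL final), 30 min dark, luminescence read.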
# TrxR1 substrate = substrates of rat thioredoxin reductase 1 | purified TrxR1 substrate turnover, NADPH consumption readout | Potency, µM (top dose mostly 114 µM), without a hit: at the top dose activity change, negative = substrate turnover | 390,000 tested, 0.01% active | AID 588456; further: potency means the concentration at half of the fitted maximal effect; on the % scale 0 is the no-effect control and ±100 the full control effect; nearly all actives have a fitted effect of over 50% in size
#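 Rat TrxR1, dispensed at 90 nM, was prereduced with 400 uM NADPH (final) for 5 min at ~22 deg C, then incubated with compound 15 min before 400 uM selenite. A first-read NADPH fluorescence drop versus no-compound background flagged substrates.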
# PI4K2A block = PI4K2A (human) kinase inhibition. 420,000 tested, 0.13% active. purified PI4K2A, ADP-Glo luminescence, 1 h; active compounds read low. activity change, negative = inhibition, % at 76.9 µM. AID 1346378. Q9BTU6; in the data active means activity change below about -50%; inconclusive means mostly about -30% to -49%;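 further: -100% = wells without enzyme as full effect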
# Target sequence (Q9BTU6 whole entry, looked up): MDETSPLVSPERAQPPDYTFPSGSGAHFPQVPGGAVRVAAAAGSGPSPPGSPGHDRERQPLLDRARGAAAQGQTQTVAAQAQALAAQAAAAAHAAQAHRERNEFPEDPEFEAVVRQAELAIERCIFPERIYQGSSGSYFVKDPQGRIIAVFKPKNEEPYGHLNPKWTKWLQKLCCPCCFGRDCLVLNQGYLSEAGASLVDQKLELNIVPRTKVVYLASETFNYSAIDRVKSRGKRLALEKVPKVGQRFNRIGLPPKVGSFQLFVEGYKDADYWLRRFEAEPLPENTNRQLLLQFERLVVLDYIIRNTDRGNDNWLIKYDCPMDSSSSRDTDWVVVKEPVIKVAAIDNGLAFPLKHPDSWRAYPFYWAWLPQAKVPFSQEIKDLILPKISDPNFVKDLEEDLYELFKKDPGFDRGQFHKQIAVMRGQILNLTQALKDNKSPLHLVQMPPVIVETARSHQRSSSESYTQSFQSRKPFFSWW
#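 PI4K2A activity was measured by ADP-Glo luminescence: enzyme (4 ug/mL stock) and phosphatidylinositol (1.2 mM stock) in Tris pH 7.5/MgCl2/EGTA/Triton X-100 buffer were reacted with ATP (300 microM stock) for one hour at ambient temperature.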
# USP1-UAF1 inh = USP1/UAF1 (human) deubiquitinase inhibition. O94782. recombinant USP1/UAF1, Ub-Rhodamine cleavage fluorescence. Potency, µM (top dose mostly 57.1 µM), inactives show top-dose activity change, negative = inhibition, usual class: inhibitors. 390,000 tested, 0.23% active; further: potency means the concentration at half of the fitted maximal effect; on the % scale 0 is the no-effect control and ±100 the full control effect; nearly all actives have a fitted effect of over 60% in size; inactives centre near -12
#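 Step one: compound is pinned into 1nM USP1/UAF1 in HEPES pH 7.8 buffer with TCEP. Step two: 15 min room-temperature incubation. Step three: Ub-Rho (150nM final) starts cleavage, tracked by fluorescence over six one-minute reads.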
# GLS inhibitor = glutaminase GLS (human) inhibition; GLS enzymatic activity, qHTS titration; 410,000 tested, 0.21% active; Potency, µM (doses to about 45.5 µM), without a hit: at the top dose activity change, negative = inhibition, usual class: inhibitors; further: potency means the concentration at half of the fitted maximal effect; on the % scale 0 is the no-effect control and ±100 the full control effect
#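 Assay buffer: 45 mM KH2PO4 pH 8.2, 0.02% Tween-20. hKGA acts on L-glutamine (1 mM solution added); product glutamate is reported by an oxidase/peroxidase Amplex Red coupling, with fluorescence taken at baseline and 30 min.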
# Pin1 inh = inhibitors of human Pin1; Q13526; Pin1 FP peptide displacement, HiFluor488, 10 min; Potency, µM (top dose mostly 115 µM), without a hit: top-dose activity, negative = inhibition, usual class: inhibitors; 390,000 tested, 0.009% active; active means well fitted inhibition curve with a large enough effect in the polarisation, with a control signal flat, not every such curve was filed as active; inconclusive means small, poorly fitted or top-dose-only effect, or effect the other way, or a change in a side signal; inactive means no such curve, though single readings can be large or run the other way; the % refers to the polarisation; further: potency means the concentration at half of the fitted maximal effect; on the % scale 0 is the no-effect control and ±100 the full control effect
# Target sequence (Q13526 whole entry, looked up): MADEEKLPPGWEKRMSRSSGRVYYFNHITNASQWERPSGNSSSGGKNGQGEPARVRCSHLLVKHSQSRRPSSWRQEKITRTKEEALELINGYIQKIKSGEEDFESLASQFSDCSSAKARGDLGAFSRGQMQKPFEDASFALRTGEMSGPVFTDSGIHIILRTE
# * = called active by the depositor; i = inactive; ? = inconclusive; · = no result given; & = joins results of further samples; [ ] = another dose, or the depositor's remark. Unless noted, the call rests on the fitted dose curve; in most records, active means well fitted curve in the direction sought with a large enough effect; inconclusive means small, poorly fitted or top-dose-only effect, or another doubt; inactive means no such curve, though single readings can be large; an effect the other way counts as inactive or inconclusive. The list is partial (hit frequency here may not be typical).
SMILES,IDH1 R132H inh,TrxR1 inh,PGK inhibitor,HP1b binding inh,TrxR1 substrate,PI4K2A block,USP1-UAF1 inh,GLS inhibitor,Pin1 inh
Cc1ccc(C(=O)NCCc2nnc3ccc(NCc4ccc5c(c4)OCO5)nn23)cc1,4%,6%,-3%,23%,2%,3,-11%,0%,34%[activator]
CSc1ncc(Cl)c(C(=O)Nc2ccccc2[N+](=O)[O-])n1,0%,9%[57.1 µM],4%,51%[activator],4%[57.1 µM],0,-6%,-8%,1%
N#C/C(=C/c1ccc(-c2cccc([N+](=O)[O-])c2)o1)C(=O)Nc1nc(-c2cccs2)cs1,-7%,-3%,1%,-6%,-7%,-14,-16%,-20%,1%
Fc1ccc(NC(=S)Nc2ccc3nccnc3c2)cc1,15%,?,i,35%,-5%,-10,-24%,18%,4%
COc1ccc(NC(=O)Cn2c(SCc3ccc(F)cc3)nc3cccnc32)c(OC)c1,-15%,19%,-2%,-5%,1%,-7,-18%,-7%,-8%
O=C1N=C(O)CN1/N=C/c1ccc(-c2ccc([N+](=O)[O-])cc2)o1,-3%,-11%[57.1 µM],-12%,33%,-7%[57.1 µM],-1&-3&0,-20%,10%,3%
COCCN(C(=O)c1ccc2c(c1)C(=O)N(c1ccccc1Cl)C2=O)c1c(N)n(CC(C)C)c(=O)[nH]c1=O,16%,1%,-6%,34%,-7%,10,-24%,-10%,-1%
Cc1cc(C)n(C(=O)CCCn2nc(C)c([N+](=O)[O-])c2C)n1,0%,-3%,5%,33%,-1%,-2,-26%,0%,1%
CCC(C)c1ccc(OCC(=O)Nc2ccc(Cl)cn2)cc1 (centres undefined),6%,-2%,i,30%,-2%,4,-14%,·,26%
O=P(O)(CCc1ccccn1)CN1CCOCC1,2%,28%,-9%,2%,4%,-1,-14%,25%,0%
Cc1ccc2c(c1)/C(=C/c1ccccc1)C(=O)N2,7%,-8%,-11%,-8%,-7%,2,-26%,-10%,-1%
O=C1CSC(c2ccccc2Br)N1c1ccc(Cl)cn1 (centres undefined),3%,-8%,-2%,85%[activator],-9%,1,-17%,-7%,1%
CCN(CC)C(=O)CSc1nc(O)c(Cc2ccccc2)c(=O)n1-c1ccc(C)cc1,-3%,18%,-4%,41%[activator],5%,0,-15%,1%,-1%
O=C(CCC(=O)c1ccccc1)NCc1cccc(C(F)(F)F)c1,4%,-18%,-8%,18%,-18%,4,1%,14%,-5%
COc1ccc(C(=O)NC2CCCCCC2)cc1OC1CCN(C(C)=O)CC1,0%,4%,-4%,23%,2%,8,-13%,-1%,0%
O=C(NC(=S)Nc1c(Cl)ccc2nsnc12)c1ccccc1F,12%,26%[57.1 µM],-7%,20%,13%[57.1 µM],-3,-10%,12%,-8%
CCOc1cc(S(=O)(=O)NCCc2c(C)[nH]c3ccc(C)cc23)ccc1Br,-13%,-18%,-5%,-3%,-13%,1,-23%,2%,2%
COc1ccccc1/C=N/NC(=O)CC(=O)Nc1ccc(Cl)c(Cl)c1,36%[activator],8%[57.1 µM],-9%,18%,3%[57.1 µM],-8,-8%,0%,?
CCOc1ccccc1NC(=O)COc1coc(CN2CCc3ccccc32)cc1=O,0%,9%[57.1 µM],-3%,-18%,6%[57.1 µM],-1,-5%,22%,-3%
CCCCCCSc1ccc(-c2nc3ccccn3c2NCCCC)cc1,9%,27%[57.1 µM],-12%,17%,63%[activator][57.1 µM],4,-22%,63%[activator],-2%
CCc1ccccc1OCCOc1ccc(C)cc1OC,5%,19%[57.1 µM],i,93%[activator],-10%,-19,-23%,?,-2%
O=C(CCCN1C(=O)S/C(=C/c2ccccc2)C1=S)Nc1ccc(C(=O)O)cc1,-9%,-17%,-6%,-2%,-16%,-6,-14%,5%,-17%
Cc1ccc(CCNC(c2ccc(F)cc2)c2nnc(-c3ccccc3Cl)o2)cc1 (centres undefined),-6%,5%,6%,99%[activator],-5%,-2,-23%,1%,?
COc1ccc(CC2(CO)CCN(Cc3cccnc3)CC2)cc1,4%,10%[57.1 µM],9%,46%[activator],6%[57.1 µM],-1,-6%,2%,5%
Cc1ccc(NC(=O)c2cc(S(=O)(=O)N(C)C3CCCCC3)ccc2F)cc1C,11%,16%[57.1 µM],2%,36%[activator],0%[57.1 µM],1,?,4%,2%

# Continued:
SMILES,IDH1 R132H inh,TrxR1 inh,PGK inhibitor,HP1b binding inh,TrxR1 substrate,PI4K2A block,USP1-UAF1 inh,GLS inhibitor,Pin1 inh
CSc1cc(-c2ccccc2)n(Cc2ccccc2Cl)c(=O)c1C#N,-1%,24%[57.1 µM],4%,68%[activator],11%[57.1 µM],3,-6%,-1%,1%
COc1ccccc1-c1ccc(Nc2cccc(C(C)=O)c2)nn1,0%,12%,-6%,16%,1%,4,-15%,4%,-6%
COc1ccc(NC(=O)CSc2ccc(-c3sc(C)nc3C)nn2)cc1,9%,2%,-2%,23%,-6%,3,-8%,-7%,1%
COc1ccc(-c2nc(C#N)c(NCc3cccnc3)o2)cc1OC,5%,-12%,-3%,12%,63%[activator],-1,-14%,7%,-8%
O=C(CN1C(=O)COc2ccccc21)N(Cc1ccc2c(c1)OCO2)CC1CCCO1 (centres undefined),0%,34%,i,14%,7%,4,-11%,1%,-4%
COc1ccc(NC(C)=[N+](C)CCNS(=O)(=O)c2ccc(Cl)cc2)cc1Cl,0%,12%,7%,35%,0%,-3,-24%,3%,-2%
O=C(c1ccccc1NS(=O)(=O)c1ccc(F)cc1)N1CCCCC1,7%,-13%,i,22%,-6%,2,-7%,-7%,-14%
COc1ccc(/C=C/C(=O)c2cc(F)ccc2OC(=O)c2ccccc2)cc1OC,-1%,9%[11.4 µM],-7%,8%,7%[11.4 µM],23,-19%,-8%,21%
COC(=O)c1ccccc1S(=O)(=O)NNC(=O)C12CC3CC(CC(C3)C1)C2,16%,1%,-8%,9%,4%,2,-15%,-2%,1%
O=C(NCc1ccccc1C(F)(F)F)C12CN(Cc3ccccc3)CC1C(c1ccc([N+](=O)[O-])cc1)=NO2 (centres undefined),-5%,4%,1%,16%,1%,-4,-18%,-4%,2%
Cn1nc(-c2ccccc2)cc1NC(=O)Nc1ccc(C(C)(C)C)cc1,-5%,24%,-2%,14%,-10%,0,-15%,0%,7%
O=C(O)c1ccccc1N=N/C(=N/Nc1cc(S(=O)(=O)O)ccc1O)c1ccccc1,-4%,-24%,?,10µM*,-22%,-19,-16%,31%[activator],?
O=C(N/N=C\c1ccc(-c2ccc(Cl)c(Cl)c2)o1)C(=O)N1CCCC1,-2%,-14%,3%,22%,2%,-11,-3%,2%,3%
CCCCN(C)C1CCN(C(=S)Nc2ccc(OC)cc2)CC1,4%,2%,-4%,27%,8%,-5,-15%,20%,-5%
CCCn1cccc(C(=O)Nc2ccc(OC)cc2)c1=O,-11%,-9%,3%,65%[activator],-9%,-12,-21%,2%,1%
CCN(CC)CCNC(=O)Cn1nc(Cc2cccnc2)c2ccccc2c1=O,-1%,-6%[57.1 µM],-6%,2%,5%[57.1 µM],-1,-4%,1%,3%
CCOc1ccc2oc(C(=O)NCC(C)(C)CN(C)C)c(C)c2c1,20%,33%,-9%,25%,61%[activator],1,-17%,10%,-1%
O=C(OCC(=O)N1CCOCC1)c1ccc(Cl)c(S(=O)(=O)N2CCc3ccccc32)c1,8%,12%,-9%,-7%,4%,-1,-21%,-4%,-10%
C[C@@H]1ON(C)[C@H]2C[C@H]3c4[nH]c5ccccc5c4CCN3C(=O)[C@@H]12,1%,·,-10%,·,·,-5,-10%,13%,·
Cn1c(=O)c2c(nc(OCCc3ccccc3)n2C)n(C)c1=O,2%,8%,i,-22%[57 µM],-2%,5,-20%,0%,-3%
CC(C)(C)[C@H]1C=C(C(=O)N2CCOCC2)O[C@@H](OCCCCO)C1,-6%,6%,1%,26%,2%,-3,-6%,-1%,8%
Cc1ccc(CNC(=O)Cn2cccc2C(=O)c2ccccc2)cc1,-3%,11%,8%,33%,2%,2,-13%,9%,3%
COc1ccc(CN(Cc2ccc(OC)cc2)S(=O)(=O)c2ccc(-n3cnnn3)c(C)c2)cc1,1%,21%,·,6%,5%,-1,-20%,-1%,-3%
NC(=O)c1cc(-c2csc(-c3cccnc3)n2)ccc1O,-5%,1%,-1%,31%,3%,5,-12%,-1%,0%
COc1ccc2c(c1)[C@H]1[C@H](CO2)[C@H](c2ccccc2)[C@@]2(C)C(=O)N[C@H](C)C(=O)N12,15%,17%,-7%,48%[activator],6%,-3,-6%,6%,2%
CC(C)(C)c1[nH]nc2c1C(c1ccco1)C(C#N)=C(N)O2 (centres undefined),1%,14%,i,23%,9%,2,-14%,5%,0%
O=C(Nc1ccc(S(=O)(=O)Nc2ccccc2)cc1)C1CC1,9%,9%,-3%,41%[activator],0%,7,-10%,-9%,2%
Cc1onc(-c2c(Cl)cccc2Cl)c1C(=O)NC(=S)Nc1sc2c(c1C(N)=O)CCC(C)C2 (centres undefined),4%,6%[57.1 µM],0%,-6%,8%[57.1 µM],-7,3%,20%,21%
